Compound activity (PubChem)
CHRM5 PAM = human M5 muscarinic receptor positive allosteric modulators, primary screen, CHO-K1 cells, Fluo-8 calcium fluorescence; 0.3% of 360,000 active; activation, % at 3 µM; CHO-K1 hM5, ACh EC20 PAM; 0% = ACh EC20, 100% = ACh EC100; AID 624038, 2012; Muscarinic acetylcholine receptor M5 (Homo sapiens), P08912;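 active = activation above the run cutoff, the mean activation of all test compounds plus 3 SD, cut at about 18% in these data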
Target sequence (P08912 whole entry, looked up): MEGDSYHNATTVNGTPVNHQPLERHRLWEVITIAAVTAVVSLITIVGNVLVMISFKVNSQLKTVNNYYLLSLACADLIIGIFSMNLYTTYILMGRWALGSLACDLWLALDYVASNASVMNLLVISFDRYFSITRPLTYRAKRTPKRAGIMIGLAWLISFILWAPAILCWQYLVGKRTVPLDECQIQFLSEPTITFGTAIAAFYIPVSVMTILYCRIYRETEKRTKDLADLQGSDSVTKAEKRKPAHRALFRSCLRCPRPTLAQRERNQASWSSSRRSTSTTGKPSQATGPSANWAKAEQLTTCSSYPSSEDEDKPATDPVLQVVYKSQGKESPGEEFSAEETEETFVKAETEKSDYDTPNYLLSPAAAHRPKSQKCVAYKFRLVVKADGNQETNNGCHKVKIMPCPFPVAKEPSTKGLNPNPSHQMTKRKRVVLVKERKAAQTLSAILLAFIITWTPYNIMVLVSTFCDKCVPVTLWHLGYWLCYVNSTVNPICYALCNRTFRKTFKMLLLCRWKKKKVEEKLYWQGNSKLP
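System – CHO-K1 hM5 cells · Compound – 3 µM, single dose · Incubation – compound preincubation 140 s before EC20 acetylcholine addition · Technique – Fluo-8 calcium fluorescence · Measure – Max/basal fluorescence ratio as % of EC20–EC100 ACh window · Benchmarks – low control EC20 acetylcholine (0%), high control EC100 acetylcholine (100%) · Replication – singlicate, one well per test compound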
CHO-K1 Ca ag = counter-screen for M1 agonists: effect in parental CHO-K1 cells. AID 602248, 2012. Fluo-8 calcium fluorescence; scaled to maximal ATP response, vehicle zero. 0.48% of 360,000 active. activation, % at 3 µM; in the data active = activation above about 15%;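 also: untransfected CHO-K1 host cells lacking M1 receptor as counterscreen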
CHO-K1 Ca antag = counter-screen for M1 antagonists: effect in parental CHO-K1 cells; inhibition, % at 3 µM; ATP-induced calcium, Fluo-8 fluorescence; 0.6% of 360,000 active;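 active = inhibition above a per-plate cutoff, the plate's mean sample inhibition plus 3 SD, cut at about 24% in these data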;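 also: 0% = DMSO plus EC80 ATP and 100% = DMSO alone without ATP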
M4 antag = human M4 muscarinic receptor antagonists, primary screen, CHO cells, Fluo-8 calcium fluorescence | 0.73% of 360,000 active | Muscarinic acetylcholine receptor M4 (Homo sapiens), P08173 | CHO-hM4 cells, ACh EC80 | AID 624125, 2012 | inhibition, % at 3 µM;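 active = inhibition above its plate's cutoff, the mean inhibition of sample wells plus 3 SD, cut at about 27% in these data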;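 also: 0% = acetylcholine EC80 with DMSO and 100% = DMSO without agonist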
Target sequence (P08173 whole entry, looked up): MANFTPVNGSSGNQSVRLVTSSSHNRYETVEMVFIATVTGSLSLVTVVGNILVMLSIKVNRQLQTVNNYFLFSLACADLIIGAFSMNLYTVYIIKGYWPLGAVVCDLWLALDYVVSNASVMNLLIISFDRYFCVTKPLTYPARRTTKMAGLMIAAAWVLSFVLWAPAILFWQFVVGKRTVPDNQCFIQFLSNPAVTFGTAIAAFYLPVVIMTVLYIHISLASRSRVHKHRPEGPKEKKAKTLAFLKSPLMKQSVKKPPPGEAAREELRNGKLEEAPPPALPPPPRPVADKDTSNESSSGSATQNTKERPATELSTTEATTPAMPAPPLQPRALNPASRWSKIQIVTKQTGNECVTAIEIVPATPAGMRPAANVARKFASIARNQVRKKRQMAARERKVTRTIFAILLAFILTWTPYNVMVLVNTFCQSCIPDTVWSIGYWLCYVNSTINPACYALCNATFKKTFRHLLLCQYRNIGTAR
M4 ag = human M4 muscarinic receptor agonists, primary screen, CHO-K1 cells, Fluo-8 calcium fluorescence; Muscarinic acetylcholine receptor M4 (Homo sapiens), P08173; CHO-K1 hM4/Gqi5; vehicle 0%, full acetylcholine response 100%; activation, % at 3 µM; 0.14% of 360,000 active; AID 624127, 2012;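 active = activation above the run mean over all test wells plus 3 SD, cut at about 32% in these data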;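 also: peak over basal fluorescence ratio per well then scaled between controls; 0% = DMSO wells and 100% = acetylcholine at EC100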
CHRM5 antagonist = human M5 muscarinic receptor antagonists, primary screen, CHO cells, Fluo-8 calcium fluorescence | Muscarinic acetylcholine receptor M5 (Homo sapiens), P08912 | CHO-hM5 cells, ACh EC80 | inhibition, % at 3 µM | 0.59% of 360,000 active | AID 624040, 2012;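 active = inhibition above a per-plate cutoff, the mean of that plate's test compounds plus 3 SD, cut at about 27% in these data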;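 also: 0% = acetylcholine EC80 with DMSO and 100% = DMSO without agonist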
CHRM5 agonist = human M5 muscarinic receptor agonists, primary screen, CHO-K1 cells, Fluo-8 calcium fluorescence. Muscarinic acetylcholine receptor M5 (Homo sapiens), P08912. CHO-K1 hM5 cells; 0% DMSO wells, 100% maximal acetylcholine response. activation, % at 3 µM. 0.19% of 360,000 active. AID 624037, 2012;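 active = activation above the run's mean over test compounds plus 3 SD, cut at about 23% in these data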;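 also: signal is peak over basal fluorescence ratio across the kinetic read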
CHO-K1 Ca PAM = nonselective calcium activators in parental CHO-K1 cells, primary screen, counter-screen for M1 PAM project, cell-based, Fluo-8 calcium fluorescence, full deck, 1536-well; 0.02% of 360,000 active; activation, % at 3 µM; ATP EC20; 0% at ATP EC20, 100% at ATP max; AID 602247, 2012;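 active = activation above the run cutoff, the mean activation of all test compounds plus 3 SD, cut at about 40% in these data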;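 also: peak over basal fluorescence ratio in a 140 s read after ATP addition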
M4 PAM = human M4 muscarinic receptor positive allosteric modulators, primary screen, CHO-K1 cells, Fluo-8 calcium fluorescence; Muscarinic acetylcholine receptor M4 (Homo sapiens), P08173; CHO-K1 hM4/Gqi5, ACh EC20; 0% = ACh EC20, 100% = maximal ACh; activation, % at 3 µM; 0.4% of 360,000 active; AID 624126, 2012;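 active = activation above its plate's cutoff, the mean activation of sample wells plus 3 SD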; also: some results filed as inactive read as strong as hits
Numbers without * were called inactive.

SMILES	CHRM5 PAM	CHO-K1 Ca ag	CHO-K1 Ca antag	M4 antag	M4 ag	CHRM5 antagonist	CHRM5 agonist	CHO-K1 Ca PAM	M4 PAM
CN1C(=O)C(C2c3ccccc3C(=O)N2Cc2ccccc2)C(=O)N(C)C1=O (stereo not drawn)	-1	-0.1	-6	-2	0	-5	0	-3	-8
Fc1ccc2c(c1)nnn2C1CCN(Cc2ccccc2)CC1	2	-0.1	-20	-3	-1	-11	-6	14	0
CC(C)NC(=O)Cn1cc(C(=O)c2ccccc2F)c2ccccc21	4	-0.2	9	1	1	-10	4	-4	27*
Cc1ccc(C2=NCC(=O)N(CC(=O)N3CCCCC3)c3sc(C)c(C)c32)cc1	-3	0.3	-2	5	0	5	-3	20	4
NP(=O)(Oc1ccc(Cl)cc1)Oc1ccc(Cl)cc1	-15	4.0	4	5	13	19	0	3	-8
CCC1C2Cn3c(nc4ccccc43)C1N(C)O2 (stereo not drawn)	2	-0.1	-11	7	0	9	1	1	4
Cc1cc(Cl)nc(N)n1	6	0.6	-12	-6	2	-8	1	10	11
O=C1NCN(c2ccccc2)C12CCN(C(c1cccc3ccccc13)c1nnnn1C1CCCCC1)CC2 (stereo not drawn)	5	0.4	-21	-15	2	-8	-1	21	6
CC(C)NC(C)Cc1ccc(I)cc1 (stereo not drawn)	-4	0.2	11	6	2	5	-1	-5	-7
CN(C)C(=O)OCc1n(C)cc[n+]1C	0	0.1	-5	13	0	-3	-3	28	0
CC(=O)N1N=C2C3CCN(CC3)C2C1c1ccccc1 (stereo not drawn)	4	-0.1	-10	-2	0	-4	0	-2	7
Cc1nc2ccccc2n1C1CCN(Cc2nnnn2CCc2ccccc2)CC1	-12	1.4	-6	-1	5	8	-2	9	-5
Cc1ccc(N2C(=O)NC(=O)C3(Cc4ccccc4N4CCN(c5ccccc5)CC43)C2=O)cc1 (stereo not drawn)	0	0.6	5	6	1	3	-1	-3	9
CNc1cc(N2CCN(C)CC2)ccc1[N+](=O)[O-]	4	0.1	-4	-8	1	-2	1	29	14
Cc1cc(C=C2C(=O)N(C)C(=S)N(C)C2=O)c(C)n1C1CCCC1	-1	0.7	13	5	2	-4	-2	-7	-1

Ordered by molar mass (largest number first): part of the list above
SMILES	CHRM5 PAM	CHO-K1 Ca ag	CHO-K1 Ca antag	M4 antag	M4 ag	CHRM5 antagonist	CHRM5 agonist	CHO-K1 Ca PAM	M4 PAM
O=C1NCN(c2ccccc2)C12CCN(C(c1cccc3ccccc13)c1nnnn1C1CCCCC1)CC2 (stereo not drawn)	5	0.4	-21	-15	2	-8	-1	21	6
Cc1ccc(C2=NCC(=O)N(CC(=O)N3CCCCC3)c3sc(C)c(C)c32)cc1	-3	0.3	-2	5	0	5	-3	20	4
CC(=O)N1N=C2C3CCN(CC3)C2C1c1ccccc1 (stereo not drawn)	4	-0.1	-10	-2	0	-4	0	-2	7

Next section
SMILES	CHRM5 PAM	CHO-K1 Ca ag	CHO-K1 Ca antag	M4 antag	M4 ag	CHRM5 antagonist	CHRM5 agonist	CHO-K1 Ca PAM	M4 PAM
CSc1ccc(C(=O)C2CCCN(C)C2)cc1 (stereo not drawn)	-4	0.4	-14	-1	2	6	-12	17	-2
COC(=O)C1=C(c2ccc(OCc3ccccc3)cc2)C[C@@H]2CC[C@H]1N2C(=O)NCc1ccc(C(C)(C)C)cc1	-2	1.6	-7	7	0	11	1	10	-11
COc1ccc(NC(=O)N2CCC3(CC2)OCCO3)c(OC)c1	0	-0.3	11	11	1	2	1	-13	-1
Cc1ccc(OCCn2cccc2/C=C2/C(=O)NC(=O)N(Cc3ccco3)C2=O)cc1	-5	3.5	-3	11	0	10	-3	1	-15
CCN(CC)c1ccc(N=Cc2c(O)[nH]c(=O)[nH]c2=O)cc1	-1	7.0	7	-1	1	5	2	-5	-6
CN1CCN(c2ccc(N)cc2)CC1	5	0.0	1	5	0	-7	-2	4	-4
COC(=O)NC(=S)Nc1ccccc1NC(=S)NC(=O)OC	1	1.0	-4	1	1	2	0	28	4
CCOC(=O)N(C)c1ccc(C(O)(C(=O)OCC)C(F)(F)F)cc1 (stereo not drawn)	0	1.0	-3	2	1	0	1	14	-8
COCCNC(=O)CN1C(=O)C(C)N=C(c2ccccc2)c2cc(Cl)ccc21 (stereo not drawn)	1	0.2	-2	-7	0	1	-2	-8	-4
CCN(CC)c1ccc(/C=C2\C(=O)NC(=O)N(CC3CCCO3)C2=O)cc1 (stereo not drawn)	2	0.3	7	2	1	3	-2	7	-1
COc1cccc(N2CCN(Cc3cccc(Cl)c3)CC2)c1	-6	-0.8	15	-11	-2	2	-3	-9	3
O=P(Nc1ccccc1)(Nc1ccccc1)Oc1cccc(Cl)c1	-18	41*	3	8	25	13	8	5	-12
CC(C)n1c(=O)c(C=Nc2cccc([N+](=O)[O-])c2)c(O)n(CCc2ccccc2)c1=O	-5	1.4	-7	-19	2	8	0	18	-6
O=c1[nH]c(O)c(C=Nc2cc(F)cc(F)c2)c(=O)[nH]1	2	0.1	1	7	1	3	2	-11	-3
CN1C2CCC1CC(OC(c1ccccc1)c1ccccc1N)C2 (stereo not drawn)	-19	0.8	-10	100*	0	99*	-1	11	-19
COC(=O)C1=C(c2ccc(OCc3ccccc3)cc2)C[C@@H]2CC[C@H]1N2C(=O)NCc1ccc(OC)c(OC)c1	-3	-0.2	16	-9	8	17	-2	-25	-8
CCN1c2nc3ccccn3c(=O)c2CC2(C(=O)N(C)C(=O)N(C)C2=O)C1C (stereo not drawn)	3	0.2	9	7	0	-5	2	-2	-4
CCCCn1c(O)c(/C=N/N2CCOCC2)c(=O)[nH]c1=S	9	-0.2	-1	-7	-1	1	1	-7	0
COc1ccc2c(c1O)-c1cccc3c1[C@@H](C2)N(C)CC3	2	0.5	-4	-8	1	-5	0	17	2
NC(C(=O)O)c1cc(=O)[nH]o1 (stereo not drawn)	-1	0.4	-8	3	1	0	1	16	0
CCNC(=O)N1Cc2ccccc2-n2nncc2C1	-1	9.0	4	-2	0	3	2	4	2
CCCCC/C(=N/O)c1c(C)[nH]c2ccccc12	-6	1.3	-5	-13	2	4	-5	17	-8
Cn1cc(C(=O)Cc2ccccc2)c2ccccc21	5	0.7	-2	2	1	1	-3	18	2
COc1ccc(OCC#CCN2CCNCC2)cc1	-1	0.6	-4	9	1	-15	-3	14	1
O=C(O)CNC1c2ccccc2CSc2ccccc21 (stereo not drawn)	1	-0.5	10	9	0	5	-4	-21	-6
NCC(CC(=O)O)C1CCCCC1 (stereo not drawn)	-2	0.6	-10	-5	1	11	-4	27	8
O=C(COc1ccccc1F)N1CCN(CCN2C(=O)c3cccc4cccc(c34)C2=O)CC1	2	0.7	-20	1	1	5	4	11	0
O=C(NCCN1CCC2(CC1)C(=O)NCN2c1cccc(F)c1)c1ccc2ccccc2c1	-25	41*	93*	101*	107*	99*	52*	-19	-18
Clc1cccc(N2Cc3cc(N4CCOCC4)ccc3-n3nncc3C2)c1	-9	2.4	14	-7	5	11	-1	-1	-6
C#CCOc1ccc2c(c1)c(C(C)=O)c(C)n2Cc1ccccc1	-7	2.0	13	-7	3	12	-2	-20	-6
CC1=C(O)C(=O)C=C2C1=CC=C1C2(C)CCC2(C)C3CC(C)(C(=O)O)CCC3(C)CCC12C (stereo not drawn)	-23	5.7	37*	91*	11	37*	4	6	-11
Cc1ccc(Cn2ccccc2=N)cc1	2	1.2	-11	-3	1	-1	-6	10	-2
CC1Oc2cc3c(-c4c(O)cc(O)c5c(O)c6c(cc45)OC(C)C(C)C6=O)c(O)cc(O)c3c(O)c2C(=O)C1C (stereo not drawn)	-2	-0.3	-4	1	1	1	4	5	-4
COc1cc2c(cc1OC)-c1c3c(cc4c1[C@@H](C2)N(C)CC4)OCO3	5	-0.2	13	9	1	2	4	0	-2
COC(=O)C1=C(c2cccc(OCc3ccccc3)c2)C[C@@H]2CC[C@H]1N2C(=O)NNCc1ccccc1	-10	0.4	-20	6	6	16	-9	11	-7
CC/C(=N\NC(N)=O)c1c(O)[nH]c(=O)[nH]c1=O	7	-0.2	1	-1	0	-4	7	7	0
CCc1ccccc1NC(=O)CNC1CCCCC1	2	0.8	-18	-1	2	-3	-4	23	5
COc1ccc(N2CCN(CCCN)CC2)cc1	5	0.2	-5	-1	1	13	-2	-1	15
O=C(CCN1CCOCC1)NCC(=O)Nc1ccc(Br)cc1C(=O)c1ccccc1	5	0.1	-6	-1	1	-7	-5	19	-2
CSCCC(c1nnnn1-c1ccc2c(c1)OCCO2)N1CCC2(CC1)C(=O)NCN2c1ccccc1 (stereo not drawn)	-15	4.8	7	16	25	13	14	-9	-10
COc1ccc(C(c2nnnn2C(C)(C)C)N2CCC3(CC2)C(=O)NCN3c2ccccc2)cc1 (stereo not drawn)	12	-0.5	12	-3	-2	-8	8	6	7
Cc1ncc2n1-c1ccc(Cl)cc1C(c1ccccc1F)=NC2	6	0.4	-31	-9	1	-5	1	30	11
O[C@H]1[C@H](O)[C@@H](O)CN2CC[C@H](O)[C@H]12	0	0.4	-10	2	3	-6	2	17	1
CCOC(=O)c1[nH]ncc1CN1CCCC(C(=O)c2cccc(Cl)c2)C1 (stereo not drawn)	8	1.0	-16	-6	2	-10	-3	11	-8
Cc1ccccc1-n1c(C)nc2ccsc2c1=O	14	-0.4	13	-13	0	-18	9	-17	8
Cc1c(C)c2cc(Cl)c(OCC(=O)N3C[C@H]4C[C@@H](C3)c3cccc(=O)n3C4)cc2oc1=O	2	0.5	-7	-15	0	0	0	10	-1
CCCOC(=O)COc1cc(C)cc2oc(=O)c3c(c12)CCC3	6	0.1	-35	-10	-1	-9	-1	14	7
O=C(COc1ccccc1)N1CCN(CC2CC3C=CC2C3)CC1 (stereo not drawn)	-5	2.4	-17	1	2	4	-3	13	-7
C[C@]12CCC3C(CC[C@H]4C[C@@H](O)CC[C@]34C)C1C[C@@H](N)[C@@H]2O (stereo partly drawn)	-2	0.7	-14	1	0	13	0	3	-1
COC[C@H]1OC(=O)c2coc3c2[C@@]1(C)C1=C(C3=O)[C@@H]2CCC(=O)[C@@]2(C)C[C@H]1OC(C)=O	3	3.2	-13	-11	0	6	6	26	5
O=C(O)C1C2c3ccccc3C(O)C1(C(=O)O)c1ccccc12 (stereo not drawn)	13	1.5	-7	2	0	-1	-3	8	4
Cc1ccc(C2CN(C)CC2C(=O)c2ccc(F)cc2)cc1 (stereo not drawn)	0	0.9	9	-4	1	4	-3	2	4
O=C1NC(=S)N(c2ccccc2)C(=O)/C1=C/c1ccco1	0	1.3	-6	4	2	9	4	8	-4
Nc1ccccc1C(=O)OCc1ccc([N+](=O)[O-])cc1	-10	0.2	3	1	0	14	-3	-14	-2

Only part of the results is shown (hit frequency here may not be typical).
